Screens deposited in PubChem BioAssay by Broad Institute.
FN deposit inh: fibronectin deposition inhibition; 0.086% of 350,000 active; AH1F fibroblasts, Alexa488-fibronectin deposition fluorescence, overnight; AID 743247; inhibition, % at 12.6 µM;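 active means mean inhibition across replicates of 30% or more, regardless of how many single replicates reach that level; inconclusive means mean under 30% yet at least half of replicates reach 30%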;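 further: positive control wells lacked labelled fibronectin entirely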
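material = AH1F fibroblast monolayer depositing Alexa488-labelled fibronectin into matrix | amount = 10000 AH1F cells/well | buffer or medium = DMEM plus 2% serum, read in PBS | incubation = 1 h cell adhesion before compound, then overnight fibronectin incubation | detection = fluorescence at 485 nm excitation, 525 nm emission | evaluation = percent inhibition as loss of matrix-bound fibronectin fluorescence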
Cneo AK release: causes C. neoformans cell lysis; adenylate kinase release luminescence, 4 h; normalised: neutral wells 0, clomiphene wells 100; lysis activity, % at 15 µM; 0.2% of 360,000 active; AID 651654;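 active means mean lysis activity across replicates of at least 80%, whatever share of replicates individually reach that level; inactive means mean lysis activity below 80%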
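Schedule: static 4 h at 37 °C with compound, 1 h detection; system: C. neoformans cells; benchmarks: Clomiphene as positive control; buffer or medium: fresh YPD medium; measure: luminescence rise reflecting yeast cell lysis; measured by: luminescent adenylate kinase detection reagent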
PAX8 inh HTS: inhibitors of PAX8 transcriptional activity in RMG-I cells; RMG-I TPO-luciferase reporter, SteadyGlo, 24 h; inhibition, % at 12.6 µM; 1.2% of 360,000 active; AID 652154;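 active means mean replicate inhibition at least 60% with every replicate also reaching 60%; inconclusive means only one of the two criteria is met; inactive means mean below 60% and not all replicates reaching 60%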;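 further: luciferase light reporting Pax8 driven TPO promoter activity; plate controls were median of neutral control wells for no effect and mitoxantrone controls for full effect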
PGC1a acetyl inh: modulators of PGC1a acetylation; 0.17% of 350,000 active; U2OS PGC1a acetylation, AlphaScreen anti-acetyl-lysine; with virally co-expressed GCN5 acetyltransferase; inhibition, % at 15.6 µM; AID 651687;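 active means every replicate shows inhibition of at least 40%; inconclusive means mean inhibition at least 40% but some replicate below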;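 further: 0% = neutral control wells and 100% = positive control wells; some results beyond the cut were filed as inactive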
CASP6 VEID inh: inhibitors of human caspase-6; P55212; inhibition, % at 12.5 µM; 0.53% of 350,000 active; purified caspase-6, Z-VEID-R110 cleavage fluorescence;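 active means mean inhibition across replicates at least about 35%, with every replicate also reaching that limit, limit read from the data; inconclusive means only one of the two criteria met; inactive means neither criterion met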;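 further: 0% = median of neutral control wells and 100% = no fluorescence left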
Target sequence (P55212 24-179 limits assumed): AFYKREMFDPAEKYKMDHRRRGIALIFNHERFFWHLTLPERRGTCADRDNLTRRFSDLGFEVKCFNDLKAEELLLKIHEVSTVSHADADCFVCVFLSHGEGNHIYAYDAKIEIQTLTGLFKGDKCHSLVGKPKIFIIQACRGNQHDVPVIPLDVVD
Target sequence (P55212 194-293 limits assumed): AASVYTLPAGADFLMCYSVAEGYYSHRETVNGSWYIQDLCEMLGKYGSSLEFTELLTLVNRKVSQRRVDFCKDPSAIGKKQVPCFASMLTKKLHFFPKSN
LGR2 antag: blocks bursicon-induced cAMP signaling via Drosophila LGR2 | AID 720647 | inhibition, % at 9.99 µM | 0.35% of 380,000 active | HEK293 LGR2, CRE-luciferase, bursicon-stimulated, 4 h;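 active means drop in luminescence signal, shown as inhibition above about 50% in the replicate tests, limit read from the data, passing the limit was not always enough; inconclusive means probably only some replicates passing the limit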;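 further: agonist challenge used bursicon conditioned medium at about half maximal strength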
miR-122 sensor: blocks miR-122 activity in Huh7 sensor cells; Huh7 miR-122 Renilla luciferase sensor, 48 h; neutral wells = 0, positive control = 100; activation (reporter increase), % at 12.5 µM; 0.3% of 340,000 active;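 active means mean replicate activation score at least 90 and every replicate individually at or above 90; inconclusive means only one of the two criteria met; inactive means neither criterion met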;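 further: higher luciferase means less miR-122 activity so hits act as miR-122 inhibitors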
EWS-Fli inh: inhibitors of EWS/Fli oncoprotein transcriptional activity. inhibition, % at 12.6 µM. A673 NR0B1-luciferase reporter, viability-normalised. 0.67% of 350,000 active. AID 651661;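 active means mean inhibition of at least 50% after viability correction, with every replicate also passing that limit; inconclusive means mean reaches 50% but only one of two replicates passes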;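 further: firefly luciferase signal divided by Alamar Blue viability fluorescence both relative to DMSO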
* marks the source's active call; other numbers are inactive results; ? = inconclusive; nt = not tested or not shown; & = joins results of further samples; [ ] = remark or other dose. Outcome played no part in choosing rows (roughly 2.5% active in at least one column).

Start of the listing, in advance, 13 compounds:
SMILES	FN deposit inh	Cneo AK release	PAX8 inh HTS	PGC1a acetyl inh	CASP6 VEID inh	LGR2 antag	miR-122 sensor	EWS-Fli inh
CCCc1cn(CC[C@H]2CC[C@H](NC(=O)C3CCC3)[C@H](CO)O2)nn1	nt	-2	-3	7	-1	-4	nt	15
O=C(CCCN1C(=O)c2ccccc2C1=O)N1CCOCC1	-2	nt	-9	3	1	1	nt	15
O=S(=O)(c1ccccc1)[C@@]1(c2ccc(Br)cc2)C[C@@H]2ON=C(c3ccccc3)[C@@H]2C1	3	-2	16	-26	-1	32	1	11
O=C(COC(=O)CCC(=O)c1ccc(F)cc1)NC1CCCCC1	-6	nt	1	nt	0	-6	nt	6
COc1cc(C(=O)NC2CCN(Cc3nnnn3Cc3ccc(F)cc3)CC2)cc(OC)c1OC	nt	6	4	-8	19	-5	-2	-5
COc1ccc(S(=O)(=O)N[C@H]2C=C[C@@H](CC(=O)NCc3ccccc3F)O[C@H]2CO)cc1	-3	0	8	-15	0	-7	nt	3
CC(=O)N(C)c1cc([N+](=O)[O-])ccc1OCc1ccccc1	2	0	-4	1	-1	-2	nt	-3
COc1ccc(NC(=S)N2CCCN(Cc3cccc(Cl)c3)C2)cc1	2	-14	-22	3	-3	2	-1	-11
CCS(=O)(=O)Nc1ccc2c(c1)C(=O)N(C)C[C@H](OC)[C@@H](C)CN(C)[C@@H](C)CO2	9	-1	nt	0	4	-2	-4[16.7 µM]	3
C[C@H]1CN([C@@H](C)CO)C(=O)c2cccc(NC(=O)C3CC3)c2O[C@@H]1CN(C)S(=O)(=O)c1ccc(Cl)cc1	nt	6	nt	2	0	-4	-6[16.7 µM]	2
COCCN(C[C@@H]1[C@@H](c2ccccc2)[C@H](CO)N1C(C)=O)C(=O)c1ccccc1	nt	6	-2	4	0	11	-6[16.7 µM]	-5
Cc1ccc(Nc2c(-c3ccco3)nc3nc(C)cc(C)n23)cc1	3	2	15	1	2	-2	2	6
CO[C@H]1CN(C)C(=O)c2cc(NC(=O)CC(F)(F)F)ccc2OC[C@H](C)N(S(=O)(=O)c2cn(C)cn2)C[C@@H]1C	-2	-1	11	-1	-1	17	nt	0

This part in full, previewed entries included:
SMILES	FN deposit inh	Cneo AK release	PAX8 inh HTS	PGC1a acetyl inh	CASP6 VEID inh	LGR2 antag	miR-122 sensor	EWS-Fli inh
CCCc1cn(CC[C@H]2CC[C@H](NC(=O)C3CCC3)[C@H](CO)O2)nn1	nt	-2	-3	7	-1	-4	nt	15
O=C(CCCN1C(=O)c2ccccc2C1=O)N1CCOCC1	-2	nt	-9	3	1	1	nt	15
O=S(=O)(c1ccccc1)[C@@]1(c2ccc(Br)cc2)C[C@@H]2ON=C(c3ccccc3)[C@@H]2C1	3	-2	16	-26	-1	32	1	11
O=C(COC(=O)CCC(=O)c1ccc(F)cc1)NC1CCCCC1	-6	nt	1	nt	0	-6	nt	6
COc1cc(C(=O)NC2CCN(Cc3nnnn3Cc3ccc(F)cc3)CC2)cc(OC)c1OC	nt	6	4	-8	19	-5	-2	-5
COc1ccc(S(=O)(=O)N[C@H]2C=C[C@@H](CC(=O)NCc3ccccc3F)O[C@H]2CO)cc1	-3	0	8	-15	0	-7	nt	3
CC(=O)N(C)c1cc([N+](=O)[O-])ccc1OCc1ccccc1	2	0	-4	1	-1	-2	nt	-3
COc1ccc(NC(=S)N2CCCN(Cc3cccc(Cl)c3)C2)cc1	2	-14	-22	3	-3	2	-1	-11
CCS(=O)(=O)Nc1ccc2c(c1)C(=O)N(C)C[C@H](OC)[C@@H](C)CN(C)[C@@H](C)CO2	9	-1	nt	0	4	-2	-4[16.7 µM]	3
C[C@H]1CN([C@@H](C)CO)C(=O)c2cccc(NC(=O)C3CC3)c2O[C@@H]1CN(C)S(=O)(=O)c1ccc(Cl)cc1	nt	6	nt	2	0	-4	-6[16.7 µM]	2
COCCN(C[C@@H]1[C@@H](c2ccccc2)[C@H](CO)N1C(C)=O)C(=O)c1ccccc1	nt	6	-2	4	0	11	-6[16.7 µM]	-5
Cc1ccc(Nc2c(-c3ccco3)nc3nc(C)cc(C)n23)cc1	3	2	15	1	2	-2	2	6
CO[C@H]1CN(C)C(=O)c2cc(NC(=O)CC(F)(F)F)ccc2OC[C@H](C)N(S(=O)(=O)c2cn(C)cn2)C[C@@H]1C	-2	-1	11	-1	-1	17	nt	0
CCC(C)NCCCOc1c(C)cc(C)cc1Br (configuration not stated)	3	1	5	nt	nt	-4	1	nt
Cc1ccc2c(c1)C(=O)CC(O)(C(F)(F)F)O2 (configuration not stated)	-1	3	11	31	-3	nt	nt	9
CC1=CCC2C(=O)N(c3cccc(C(=O)Nc4ccc(Cl)cc4)c3)C(=O)C2C1 (configuration not stated)	nt	8	1	-6	0	-8	0	nt
C[C@@H]1CN([C@@H](C)CO)S(=O)(=O)c2ccc(-c3cccc(C#N)c3)cc2O[C@@H]1CN(C)Cc1cccc(F)c1	3	-2	59	-25	10	29	-10[16.7 µM]	9
CCOc1ccc(OCC)c(NS(=O)(=O)c2ccc3c(c2)n(C)c(=O)c(=O)n3C)c1	-2	1	0	6	nt	nt	4	nt
CC(=O)Nc1ccc(C=Cc2ccc([N+](=O)[O-])cc2)cc1	nt	nt	-114	nt	-1	-29	nt	-73
CC(C)(C)OC(=O)N1CCC(NC(=O)c2[nH]cnc2C(=O)Nc2ccon2)CC1	-4	-4	4	nt	0	3	59	7
C[C@H](CO)N1C[C@H](C)[C@@H](CN(C)Cc2ccccc2)Oc2cc(C#Cc3ccccn3)ccc2S1(=O)=O	0	1	nt	-14	-3	9	33[16.7 µM]	8
NC(=O)NC(=O)C(c1ccccc1)N1CCN(S(=O)(=O)Cc2ccccc2)CC1 (configuration not stated)	1	0	-6	8	-1	13	-1	8
CC(=O)Nc1ccc2c(c1)C(=Nc1ccccc1)c1ccccc1-2	-8	-1	-16	-1	-7	-53	4	-31
COc1ccc(NC(=O)Nc2cccc3c2O[C@H](CN(C)Cc2ccc(C(F)(F)F)cc2)[C@@H](C)CN([C@H](C)CO)C3=O)cc1	nt	-5	nt	1	2	13	75[16.7 µM]	1
C[C@@H]1CN([C@H](C)CO)S(=O)(=O)c2ccc(-c3cncnc3)cc2O[C@@H]1CN(C)C(=O)C1CCC1	nt	0	nt	5	0	-1	-3[16.7 µM]	-12
CN(C)c1ccc(CNc2nc3cc(-c4ccc(F)cc4)sc3c(=O)n2C)cc1	9	-1	-66	nt	1	-62	-2	-94
COc1ccc(S(=O)(=O)N(C)C[C@H]2OCCCC[C@H](C)Oc3ccc(NS(=O)(=O)c4ccc(C)cc4)cc3C(=O)N([C@@H](C)CO)C[C@H]2C)cc1	nt	0	-14	-27	2	6	6[16.7 µM]	-2
CCN(CC)C(=O)c1cc([N+](=O)[O-])cc2c1-c1ccc([N+](=O)[O-])cc1C2=C(C#N)C#N	3	2	12	2	2	?	-2	31
C[C@H]1CN([C@@H](C)CO)C(=O)CCCn2cc(nn2)CO[C@@H]1CN(C)C(=O)Nc1ccccc1F	3&-1	2&-3	8&-17	2&-1	2&4	-8	-4	-4&-1
C[C@H]1CN([C@@H](C)CO)C(=O)c2cc(-c3cccc(C#N)c3)cnc2O[C@H]1CN(C)Cc1ccccc1	nt	-6	9	2	-2	12	-9[16.7 µM]	3

Random excerpt: 2 compounds from above.
SMILES	FN deposit inh	Cneo AK release	PAX8 inh HTS	PGC1a acetyl inh	CASP6 VEID inh	LGR2 antag	miR-122 sensor	EWS-Fli inh
COc1ccc(NC(=O)Nc2cccc3c2O[C@H](CN(C)Cc2ccc(C(F)(F)F)cc2)[C@@H](C)CN([C@H](C)CO)C3=O)cc1	nt	-5	nt	1	2	13	75[16.7 µM]	1
CN(C)c1ccc(CNc2nc3cc(-c4ccc(F)cc4)sc3c(=O)n2C)cc1	9	-1	-66	nt	1	-62	-2	-94

The listing continues:
SMILES	FN deposit inh	Cneo AK release	PAX8 inh HTS	PGC1a acetyl inh	CASP6 VEID inh	LGR2 antag	miR-122 sensor	EWS-Fli inh
Cc1ccc(S(=O)(=O)N2CCOCC2)cc1NC(=O)COC(=O)c1cccc(Cl)c1Cl	-1	-1	10	nt	-1	-3	nt	-1
O=C(CSc1n[nH]c(=O)[nH]c1=O)N/N=C/C=C\c1ccccc1	-5	0	12	9	2	-2	2	-1
COc1ccc(OC)c(S(=O)(=O)NCc2cn3c(C)csc3n2)c1	-5	3	5	1	2	5	2	-7
Cc1cccc(NS(=O)(=O)c2ccc(C(=O)NCC(c3ccco3)N3CCCCC3)cc2)c1C (configuration not stated)	-2	5	23	nt	1	10	-11	31
CO[C@H]1CN(C)C(=O)c2ccc(NS(=O)(=O)c3cccc(F)c3)cc2OC[C@H](C)NC[C@@H]1C	12	nt	nt	10	-5	16	nt	1
C[C@@H]1CN([C@@H](C)CO)C(=O)Cc2cc(NC(=O)Nc3ccccc3)ccc2O[C@H]1CN(C)S(=O)(=O)c1ccc(Cl)cc1	nt	5	17	6	1	-6	-4[16.7 µM]	-6
O=C(c1c[nH]c(C(=O)C(Cl)(Cl)Cl)c1)c1ccccc1F	2	4	-18	-7	3	1	-1	-3
COC(=O)c1ccc(NC(=O)CSc2nnc(-c3ccccc3Br)n2-c2ccccc2)cc1	1	nt	11	-1	-3	4	nt	6
COc1ccc(C2=NOC(C)(c3nnc(-c4ccccc4)o3)C2)cc1 (configuration not stated)	-4	1	-7	1	nt	16	-5	-14
CCCOc1ccc(NC(=O)c2cc3cc(C)ccc3[nH]2)cc1	5	-2	-39	2	-1	nt	-4	-45
CC(C)NC(=O)C(=O)NCC(c1ccc2c(c1)OCO2)N1CCOCC1 (configuration not stated)	16	0	5	-2	-6	3	0	5
C[C@H]1CN([C@@H](C)CO)S(=O)(=O)c2ccc(C#CC3CC3)cc2O[C@@H]1CN(C)C(=O)CC1CC1	-11	-2	nt	-15	-1	-2	-2[16.7 µM]	-6
C=CCN1C(=O)C2(/C(=C(\O)c3ccc4c(c3)OCCO4)C(=O)C(=O)N2CCCOC)c2ccccc21 (configuration not stated)	nt	0	nt	3	13	2	15	6
CC(C)NC(=O)N(C)C[C@@H]1Oc2ccc(NS(=O)(=O)c3cccs3)cc2C(=O)N([C@H](C)CO)C[C@@H]1C	nt	nt	nt	-5	nt	-2	5[16.7 µM]	-1
CN(C)CCCn1c(NCc2ccc3c(c2)OCO3)nc2ccccc21	0	nt	nt	-10	nt	18	-5	nt
Cc1noc(C)c1NC(=O)N(C)C[C@H]1Oc2ccc(NC(=O)NC(C)C)cc2CC(=O)N([C@@H](C)CO)C[C@H]1C	nt	-1	-18	11	-1	-17	-2[16.7 µM]	-15
O=C(O)CC12C[C@H]3C[C@@H](C1)CC(n1ncc(N4CCN(c5ccccc5)CC4)c(Cl)c1=O)(C3)C2	3	2	-6	-3	nt	9	-10	nt
CCCCc1c(O)c2cccc3c2n(c1=O)CCC3	2	0	-12	2	-1	-4	-4	0
COc1ccc(C2C(C#N)=C(N)Oc3cc(C)[nH]c(=O)c32)c(OC)c1OC (configuration not stated)	0	0	nt	-1	nt	11	2	nt
O=C(CSC(=S)N1CCCCC1)c1c(F)cccc1F	-7	nt	-181	-17	-10	nt	nt	-87
Cc1ccc(C(=O)NC2CCN(C(=O)Nc3ccccc3)CC2)cc1	-1	0	17	nt	0	13	2	0
